# ERG-DNA inh – inhibitors of human ERG Ets domain-DNA interaction | P11308 | fluorescence polarization, His-ERG Ets domain / labelled DNA | Potency, µM (doses to about 76.9 µM), inactives show at the top dose FP activity, negative = inhibition, most hits filed as inhibitors | hit rate 0.028% among 370,000; active = well fitted inhibition curve with a large enough effect in the polarisation, with a control signal flat; inconclusive = small, poorly fitted or top-dose-only effect, or effect the other way, or a change in a side signal; inactive = no such curve, though single readings can be large or run the other way; the % refers to the polarisation;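 also: polarization taken with two DNA probes labelled with fluorescein and Texas red; potency is read from the fitted curve at half-maximal effect; % of control where 0% means no effect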
#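 His-tagged ERG Ets domain (1 uM in the protein solution; 300mM KCl, 50mM Tris-HCl, 1mM EDTA, 1mM DTT, pH 7.5) received compound, then a probe mix of 5 nM fluorescein-DNA and 100nM Texas-615-DNA. Fluorescence polarization was read for both dyes.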
# ALOX12 inh – ALOX12 (human) lipoxygenase inhibition. P18054. purified 12hLO, xylenol orange hydroperoxide absorbance. Potency, µM (top dose mostly 108 µM), for the others: at the top dose activity change, negative = inhibition, usual class: inhibitors. hit rate 1.1% among 580,000. AID 1671190; also: potency is read from the fitted curve at half-maximal effect; % is scaled to controls: 0 for no effect and ±100 for the full control effect
#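 Purified human 12hLO (150 nM final) in 25 mM Hepes, 0.01% Triton X-100, pH 7.0 was preincubated 15 min at room temperature with compound. Then 40 uM arachidonic acid was added, 30 min. Hydroperoxide was read by Fe-XO absorbance ratio 573/405 nm.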
# APE1 inh – blocks human APE1 abasic DNA cleavage | recombinant APE1, TAMRA/BHQ-2 abasic DNA cleavage fluorescence | P27695 | Potency, µM (series often up to 65.8 µM), without a hit: at the highest dose activity change, negative = inhibition, actives largely listed as inhibitors | hit rate 0.35% among 350,000;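 also: potency is read from the fitted curve at half-maximal effect; plate controls were vehicle for no effect and reference inhibitor for full effect; nearly all actives have a fitted effect of over 55% in size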
# Target sequence (P27695 whole entry, looked up): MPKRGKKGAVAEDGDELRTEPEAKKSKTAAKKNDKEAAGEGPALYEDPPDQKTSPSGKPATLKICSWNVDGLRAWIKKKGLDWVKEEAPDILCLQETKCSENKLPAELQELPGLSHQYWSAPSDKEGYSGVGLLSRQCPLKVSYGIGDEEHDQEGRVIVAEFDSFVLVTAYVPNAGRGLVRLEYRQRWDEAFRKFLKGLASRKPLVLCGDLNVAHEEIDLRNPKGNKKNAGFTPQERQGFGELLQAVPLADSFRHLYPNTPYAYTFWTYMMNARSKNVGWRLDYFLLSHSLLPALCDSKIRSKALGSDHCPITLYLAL
#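 Quantitative HTS: incision of a TAMRA/BHQ-2 double-stranded substrate bearing a tetrahydrofuran abasic site by 0.75 nM APE1 raises fluorescence. Substrate 50 nM final, added after 15 min compound preincubation at room temperature; progress as third-minus-first kinetic read difference.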
# POLI inh – blocks human DNA polymerase iota activity; Q9UNA4; Pol iota fluorescent replication assay, 10 min; Potency, µM (titrated, usually from 115 µM), for the others: at the top dose activity, negative = inhibition, hits mostly inhibitors; hit rate 1% among 390,000; also: potency is read from the fitted curve at half-maximal effect
# Target sequence (Q9UNA4 whole entry, looked up): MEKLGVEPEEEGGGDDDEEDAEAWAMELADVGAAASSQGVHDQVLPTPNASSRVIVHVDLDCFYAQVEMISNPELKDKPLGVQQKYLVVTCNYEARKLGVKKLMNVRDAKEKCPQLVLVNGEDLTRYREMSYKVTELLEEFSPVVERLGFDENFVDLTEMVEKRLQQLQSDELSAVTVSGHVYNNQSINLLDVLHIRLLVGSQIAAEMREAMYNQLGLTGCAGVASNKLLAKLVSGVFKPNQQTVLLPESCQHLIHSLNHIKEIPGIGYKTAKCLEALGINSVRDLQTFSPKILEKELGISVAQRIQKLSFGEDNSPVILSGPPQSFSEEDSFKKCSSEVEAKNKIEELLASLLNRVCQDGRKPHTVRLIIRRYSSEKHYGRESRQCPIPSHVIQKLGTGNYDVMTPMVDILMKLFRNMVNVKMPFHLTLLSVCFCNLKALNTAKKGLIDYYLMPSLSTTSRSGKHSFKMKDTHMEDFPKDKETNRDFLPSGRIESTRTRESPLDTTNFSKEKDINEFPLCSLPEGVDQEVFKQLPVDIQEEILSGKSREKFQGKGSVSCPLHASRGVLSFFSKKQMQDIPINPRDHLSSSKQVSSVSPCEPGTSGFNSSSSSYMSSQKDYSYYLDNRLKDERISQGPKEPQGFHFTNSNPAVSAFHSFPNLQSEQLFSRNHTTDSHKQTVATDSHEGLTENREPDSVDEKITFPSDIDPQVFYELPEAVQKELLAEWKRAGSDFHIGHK
#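 Pol iota at 10 nM preincubated 15 min with compounds at room temperature; reaction started with fluorescent substrate, 50 nM final. Fluorescence read kinetically at 0 and 10 min; buffer-only wells as negative control.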
# Apoferritin bind – binds horse apoferritin like a general anesthetic; P02791; apoferritin/1-aminoanthracene competitive binding, fluorescence; Potency, µM (doses to about 77.5 µM), for inactives: at the highest dose activity change, negative = displacement, most hits filed as inhibitors; hit rate 0.074% among 350,000; also: potency is read from the fitted curve at half-maximal effect; % is scaled to controls: 0 for no effect and ±100 for the full control effect; nearly all actives have a fitted effect of over 20% in size
#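 Horse-spleen apoferritin (10 uM) was mixed with 50% saturated 1-aminoanthracene in PBS, exposed to compounds for 10 min at room temperature, and read for fluorescence (ex 380 nm, em 535 nm). Competitive displacement was fitted with a four-parameter Hill equation.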
# BLM inh – inhibitors of human Bloom syndrome helicase BLM; hit rate 0.2% among 350,000; recombinant BLM DNA unwinding, fluorescence dequenching; P54132; Potency, µM (doses to about 56.1 µM), for the others: at the highest dose activity change, negative = inhibition, usual class: inhibitors;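 also: potency is read from the fitted curve at half-maximal effect; plate controls were vehicle for no effect and no enzyme for full effect; nearly all actives have a fitted effect of over 35% in size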
# Pol beta inh – inhibitors of human DNA polymerase beta; P06746; Pol beta primer extension/strand displacement, fluorescence kinetic; Potency, µM (titrated, usually from 114 µM), for the others: at the top dose activity change, negative = inhibition, hits mostly inhibitors; hit rate 1.3% among 340,000; also: potency is read from the fitted curve at half-maximal effect; % is scaled to controls: 0 for no effect and ±100 for the full control effect
#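 Human Pol beta at 10 nM; strand-displacement substrate 50 nM final. Compound exposure 15 min at room temperature before start, reaction 10 min at room temperature.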
# Pol kappa inh – DNA polymerase kappa (human) inhibition | Q9UBT6 | purified Pol kappa, fluorescent DNA synthesis assay, 10 min | Potency, µM (titrated, usually from 107 µM), without a hit: at the highest dose activity, negative = inhibition, usual class: inhibitors | hit rate 0.53% among 400,000; also: potency is read from the fitted curve at half-maximal effect; % is scaled to controls: 0 for no effect and ±100 for the full control effect
#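 Here, compound and 10 nM enzyme are combined for 15 min at room temperature; adding 50 nM substrate (final) starts DNA synthesis, tracked by fluorescence at 0 and 10 min against buffer-only wells.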
# TRHR agonist – agonists of human TRH receptor | hit rate 0.18% among 360,000 | P34981 | TRHR cells, calcium flux fluo-8, FDSS agonist mode | activation, % at 2 µM | AID 493084; in the data active = activation above about 30%; also: 0% is about no effect
#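 Agonist-mode FDSS calcium read (Ex 480/Em 530, 1 s cycles) in 1536-well TRHR cells with fluo-8 dye, after 10-cycle baseline and 23 nL compound addition; TRH at EC20 (10 nM final) added afterwards for the enhancer phase.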
# Numbers without * were called inactive; ? = inconclusive; . = not tested or not shown; [ ] = another dose, or the depositor's remark. Unless noted, calls follow the shape of the dose curve; as a rule, active = well fitted curve in the direction sought with a large enough effect; inconclusive = small, poorly fitted or top-dose-only effect, or another doubt; inactive = no such curve, though single readings can be large; an effect the other way counts as inactive or inconclusive.
structure	ERG-DNA inh	ALOX12 inh	APE1 inh	POLI inh	Apoferritin bind	BLM inh	Pol beta inh	Pol kappa inh	TRHR agonist
COC(=O)C(Cc1ccccc1)NC(=O)c1ccc(NS(=O)(=O)c2ccc3[nH]c(=O)[nH]c3c2)cc1 (centres undefined)	-6.6%	-20.2%	0.2%	37.0%[activator]	.	.	.	1.4%	1.6
COc1ccc(-c2nc3n(c(=O)c2C#N)CCS3)cc1	-8.0%	-6.5%	11.2%	65.1%	-8.2%	-0.2%	?	-10.0%	-0.2
CCOC(=O)c1c(-c2ccc(C)o2)csc1NC(=O)CN(C)CC(=O)Nc1ccc(C)cc1	-4.4%	-12.4%	21.0%	7.6%	?	-10.0%	9.3%	-3.9%	0.7
Cn1c(=O)c2cn(-c3ccccc3)cc2n(C)c1=O	-6.0%	?	-3.8%	0.0%	-14.2%	1.5%	19.5%	-1.4%	0.2
COc1ccc(NC(=O)C2CCCN2C(=O)Nc2cccc(F)c2)cc1 (centres undefined)	-4.1%	17.2%	-4.0%	44.5%[activator]	-6.7%	-0.5%	76.9%	-4.9%	1.1
Cc1nc2c(C(=O)NCCc3ccccc3Cl)c[nH]n2c(=O)c1Cl	7.3%	-78.4%	-3.8%	?	-9.2%	-16.1%	?	-19.7%	-0.1
CN1C(=O)SC(Nc2cccc3ccccc23)C1=O (centres undefined)	6.1%	0.8%	-0.5%	-7.7%	-7.6%	-2.1%	0.0%	-11.5%	-0.6
COc1ccc(Cn2c(=O)[nH]c3cc(C(=O)NCCC(C)C)ccc3c2=O)cc1	0.4%	0.0%	.	25.7%	-9.5%	0.8%	15.4%	-2.2%	0.3
Cc1cccc(CNc2ncnc3[nH]ncc23)c1	5.1%	4.7%	.	124.0%[activator]	.	.	.	0.6%	.
Cn1cnnc1SCC(=O)Nc1ccc2ccccc2c1	6.5%	-4.9%	24.7%	16.3%	.	.	.	-14.6%	0.0
Cc1ccccc1CN1C(=O)c2ccccc2S(=O)c2ccc(C(=O)NCc3ccc4c(c3)OCO4)cc21 (centres undefined)	1.5%	-10.1%	.	8.8%	-2.5%	-4.4%	17.8%	9.6%	0.3
O=C(NCC1CCCO1)C1CCC(=O)N1Cc1ccccc1Cl (centres undefined)	-2.6%	3.4%	-2.0%	7.0%	-3.7%	3.4%	20.3%	-25.2%	-0.2
COCCn1c(Cc2cccn2C)nnc1SCC(=O)NCc1ccc2c(c1)OCO2	-12.9%	-8.7%	1.9%	-18.1%	-12.1%	-0.6%	3.8%	1.1%	-0.6
CC(=O)c1ccc(NC(=O)CSc2ccc(-c3ccc(-n4cccn4)cc3)nn2)cc1	6.9%	?	-1.0%	-19.0%	.	.	.	0.0%	-0.1
CCCC(=O)Nc1cccc(-c2nc3cc(C)c(C)cc3o2)c1C	-6.1%	0.0%	.	12.2%	-4.5%	-1.7%	31.3%	-1.4%	0.2
CCc1ccc2c(CN(C)Cc3ccccc3OC)cc(=O)oc2c1	-2.1%	?	3.3%	24.4%	4.8%	-5.5%	-1.1%	-3.5%	-0.7
CCOC(=O)c1c(NC(=O)C2=C(C)NC(=S)NC2c2ccc(C)cc2)sc(C)c1C (centres undefined)	4.2%	17.8µM*	3.0%	140.7%[activator]	127.2%[activator]	-6.3%	-19.4%	-18.5%	-0.3
CC(=O)NCC(=O)OCC(=O)c1ccc(C)c(C)c1	.	-6.3%	-2.5%	-12.7%	?	-0.2%	7.6%	-0.8%	0.6
O=C(Nc1ccccn1)c1ccc(Cl)c(S(=O)(=O)N2CCOCC2)c1	1.8%	4.4%	5.9%	15.4%	2.6%	-1.2%	38.6%	-5.0%	-0.1
Oc1ccc(/C=N/N2CCCCC2)c(O)c1	11.7%	-7.9%	3.2%	102.5%[activator]	-14.0%	0.0%	13.0%	-6.4%	-0.4
CCO/C=C1/C(=O)N(CC)c2ccccc21	5.7%	-13.0%	-5.3%	-5.3%	-12.0%	-4.7%	-11.5%	-8.1%	-0.3
Cc1ccc(S(=O)(=O)N2CCC[C@H]2C(=O)OCc2nc3ccccc3s2)cc1	0.4%	-16.6%	.	5.5%	.	.	.	-13.6%	.
CC1CN(C(=O)C(C)N2CCN(c3cccc(Cl)c3)CC2)CC(C)O1 (centres undefined)	-1.3%	-10.1%	13.1%	30.1%[activator]	-4.8%	-1.1%	0.2%	-22.3%	-0.5
COc1cc(CC(NC(C)=O)C(=O)NC2CCN(c3nc(C)cc(C)c3C#N)CC2)cc(OC)c1 (centres undefined)	5.0%	-10.6%	11.7%	8.9%	-14.0%	-5.7%	36.1%	-19.4%	-0.1
CC(C)Cc1nnc(NC(=O)CC(C)c2ccccc2)s1 (centres undefined)	25.3%	-6.7%	-11.7%	-6.7%	3.0%	-2.3%	22.7%	0.6%	0.5
COc1ccc(OC)c(S(=O)(=O)N2CCC(C(=O)Nc3ccc(C)c(C)c3)CC2)c1	0.9%	0.0%	6.0%	37.0%[activator]	7.8%	-9.9%	-19.7%	-12.2%	-0.3
Cc1ccccc1/C=C/c1cc[n+](C)cc1	-3.7%	?	7.6%	8.1%	-9.8%	-5.7%	-0.1%	-24.0%	-0.8
COC(=O)c1sccc1NC(=S)N1CCN(c2cc(C)ccc2C)CC1	11.0%	0.7%	?	92.9%[activator]	-7.0%	-4.3%	7.6%	-17.2%	0.0
CC(C)N(c1ccccc1)c1ccc(NC(=O)C2CCCO2)cc1 (centres undefined)	12.0%	0.0%	5.1%	-1.8%	-11.2%	-1.1%	14.6%	-8.0%	-0.2
Cc1ccc(-n2nc(C)c3c(C)cc(=O)n(CC(=O)NC(C)c4ccccc4)c32)cc1 (centres undefined)	-0.2%	-14.5%	.	-14.9%	-9.4%	-1.1%	-28.3%	-4.1%	0.0

# Individual results from the list:
# Pol beta inh, CC(C)Cc1nnc(NC(=O)CC(C)c2ccccc2)s1 (centres undefined) stands at 22.7%
# ERG-DNA inh, CC1CN(C(=O)C(C)N2CCN(c3cccc(Cl)c3)CC2)CC(C)O1 (centres undefined) stands at -1.3%

# Continuation:
structure	ERG-DNA inh	ALOX12 inh	APE1 inh	POLI inh	Apoferritin bind	BLM inh	Pol beta inh	Pol kappa inh	TRHR agonist
Cc1cc(NC(=O)c2ccc3c(c2)N(Cc2cccc(Cl)c2)C(=O)c2ccccc2S3(=O)=O)ccc1Br	5.5%	-21.2%	.	3.3%	-7.2%	-9.4%	1.9%	-13.4%	2.1
Cc1cc(NC(=O)COC(=O)c2cccc(O)c2)no1	-2.0%	-1.4%	3.6%	-17.1%	-5.0%	-10.0%	-6.5%	-11.8%	-1.2
CC(=O)Nc1nc(C)nc(C)c1C(C)=O	0.2%	364.7%[activator]	3.6%	21.6%	9.1%	0.5%	-23.1%	0.3%	0.6
Cc1cc(C)nc(NC(=O)Cc2ccc(Br)cc2)n1	2.1%	0.5%	12.0%	45.4%[activator]	-5.9%	0.2%	4.0%	7.2%	-0.9
O=c1[nH]c(CN2CCOCC2)nc2ccccc12	4.3%	-1.8%	13.3%	-6.0%	-3.3%	1.0%	20.3%	-5.8%	0.2
COc1cc(NC(=O)c2cccnc2Sc2ccc(Cl)cc2)cc(OC)c1OC	-6.2%	-23.6%	-11.3%	13.8%	1.7%	-0.6%	83.4%	-13.3%	-0.5
CC(=O)c1sc(NC(=O)c2oc3ccc(F)cc3c2C)nc1C	14.3%	61.4%	10.5%	?	.	.	.	-15.3%	1.2
Cc1ccc2nc(COc3ccccc3NC(=O)c3ccccc3C)cc(=O)n2c1	-5.4%	-15.8%	.	21.4%	-3.9%	-0.3%	16.7%	-9.6%[60.1 µM]	0.1
COc1ccc(C(=O)COc2ccc(F)cc2)c(O)c1C	-8.0%	.	-4.3%	29.4%	-6.3%	-4.8%	-1.1%	1.4%	0.1
Cc1nn(-c2ccccc2)c(N)c1N=Nc1cccnc1	12.7%	-8.5%	-2.9%	-9.7%	?	-1.4%	2.5%	-11.0%	0.1
Cc1ccc(C)c(N2CCN(S(=O)(=O)c3ccc(-c4cc(C(F)(F)F)on4)s3)CC2)c1	1.8%	-22.8%	.	6.1%	-8.2%	-7.7%	?	-10.3%	0.2
CNC(=O)c1ccc(Nc2nnc(-c3ccc(C)c(S(N)(=O)=O)c3)c3ccccc23)cc1	8.5%	22.8%	21.7%	27.8%	5.7%	1.0%	-5.0%	3.6%	0.2
Nc1ncc2c(n1)-c1ccccc1CC2	-4.3%	5.7%	17.5%	21.3%	-12.3%	0.8%	?	-8.1%	0.6
O=C(COC(=O)CCc1nc2ccccc2c(=O)[nH]1)Nc1ccc2c(c1)OCO2	15.8%	-2.0%	3.8%	-10.7%	-8.8%	-2.6%	26.0%	9.0%	0.4
COCCOn1c(SCCOC)nc2ccccc2c1=O	-2.1%	421.0%[activator]	-4.4%	50.7%[activator]	-9.4%	1.7%	36.4%[activator]	-1.4%	-1.7
Cc1ccc(N(CC(=O)NCC2CCCO2)S(=O)(=O)c2ccccc2)c(C)c1 (centres undefined)	15.3%	0.4%	-11.1%	65.1%[activator]	-2.4%	-0.6%	42.5%	-10.2%	0.0
O=C(Cn1cnc2scc(-c3ccccc3)c2c1=O)NCc1ccco1	9.0%	-5.4%	?	56.2µM*	-17.4%	-18.4%	28.2µM*	?	-0.3
NS(=O)(=O)c1ccc(NC(=O)c2ccc(F)cc2F)c(NC(=O)c2ccc(F)cc2F)c1	-7.5%	3.4%	25.4%	54.9%[activator]	1.1%	-4.7%	-12.8%	3.9%	0.3

# Not all compounds are listed (hit frequency here may not be typical).
